Compound activity from PubChem BioAssay.
Salmonella PhoP GFP: Inhibition of PhoP regulon, Salmonella typhi GFP reporter cells, confirmation, 4 h (AID 1850); Salmonella Typhi PhoP-promoter GFP reporter, fluorescence, 4 h; higher % means a stronger effect; inhibition, % at 50 µM, or IC50 in µM where a hit was titrated; 0.33% of 310,000 active; in the data active = a potency from the dose series; inconclusive = inhibition mostly from about 25% at the one dose, without a potency; inactive = the rest, 99 in 100 with inhibition below about 19%;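 also: 0% = induced wells with vehicle and 100% = uninduced wells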
H37Rv inhibition: M. tuberculosis growth inhibition, HTS (AID 449762); M. tuberculosis H37Rv growth inhibition, 7H9 media; higher % means a stronger effect; one-dose inhibition, % at 25 µM; IC50 in µM for titrated hits; 0.59% of 330,000 active; in the data active = a potency from the dose series; inconclusive = inhibition above about 70% without an active follow-up result;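 also: bacterial growth assessed after seven days of incubation; strong numbers were not always called active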
M. tuberculosis: growth inhibition of non-replicating M. tuberculosis (AID 488890). Mycobacterium tuberculosis non-replicating, growth inhibition; higher % means a stronger effect. inhibition, % at 25 µM; hits with a dose series show IC50 in µM. 0.39% of 320,000 active; in the data active = a potency from the dose series; inconclusive = inhibition mostly from about 82% at the one dose, without a potency; inactive = the rest, 99 in 100 with inhibition below about 76%;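 also: plate controls were DMSO cells for no effect and high antibiotic wells for full effect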
H1N1 NS1A inhibition: NS1A inhibition, H1N1 influenza, cell based functional assay (AID 504329). one-dose inhibition, % at 12.5 µM; IC50 in µM for titrated hits. NS1A functional cell-based assay, percent inhibition; higher % means a stronger effect. 0.3% of 340,000 active; in the data active = a potency from the dose series; inconclusive = inhibition above about 27% without an active follow-up result; also: strong numbers were not always called active
inhibitors of VEEV: inhibitors of VEEV TC-83 cytopathic effect, confirmation, Vero cells (AID 588727); 0.13% of 350,000 active; Vero cells, VEEV TC-83 cytopathic effect inhibition; higher % means a stronger effect; inhibition, % at 20 µM; hits with a dose series show IC50 in µM; in the data active = a potency from the dose series; inconclusive = inhibition mostly from about 14% at the one dose, without a potency; inactive = the rest, 99 in 100 with inhibition below about 12%; also: strong numbers were not always called active
inhibitors of VEEV 10K pilot screen: further read-out of inhibitors of VEEV, marked with its call; inhibition, %; measured here: 10K pilot screen inhibition
Starred values were filed as active, the others as inactive; i = inactive; ? = inconclusive; · = not tested or not shown.

SMILES	Salmonella PhoP GFP	H37Rv inhibition	M. tuberculosis	H1N1 NS1A inhibition	inhibitors of VEEV	others
CC1=C(C(=O)OCC(Br)(Br)Br)C(c2cccc([N+](=O)[O-])c2)NC(=O)N1CCCC(=O)O (stereo not drawn)	7%	0%	17%	14%	0.0%
CCOc1ccc(C2/C(=C(\O)c3ccc4c(c3)OCCO4)C(=O)C(=O)N2CCCn2ccnc2)cc1OC (stereo not drawn)	3%	8%	-13%	-1%	1.5%
COc1ccc(CN2C(=O)C(CC(C)C)Nc3ncnc(N4CCOCC4)c32)cc1 (stereo not drawn)	0%	-6%	-7%	3%	1.4%
CC(=O)NC(NC(=S)Nc1ccccc1Br)C(Cl)(Cl)Cl (stereo not drawn)	2%	-2%	-14%	-19%	0.6%
CCOC(=O)N/N=C(\C)c1ccccc1OC(F)F	-1%	-3%	79%	-3%	0.4%
S=c1[nH]nc(-c2cccc(Cl)c2)n1CCN1CCCCC1	-5%	-9%	4%	3%	0.4%
CCCCCCCCCCCCCCCC[N+](C)(C)CC	19µM*	30µM*	?	1%	6.1%
O=C(N/N=C/c1ccc([N+](=O)[O-])s1)c1ccccc1	7%	?	5.4µM*	-5%	3.9%
O=C(CNC(=O)c1cccs1)NCC(=O)OCc1ccc(Cl)cc1Cl	3%	-2%	7%	-3%	i
CCC(C)(C)n1nnnc1C(c1cccs1)N1CCc2ccccc21 (stereo not drawn)	7%	2%	31%	-1%	i
CC(C)[C@H](NC(=O)NCc1ccc(Cl)cc1)C(=O)O	-4%	-8%	-6%	4%	1.0%
CCOC(=O)N1CCN(CC(=O)Nc2cccc(Br)c2)CC1	-27%	-9%	2%	-20%	2.9%

Three compounds picked at random from the list so far:
SMILES	Salmonella PhoP GFP	H37Rv inhibition	M. tuberculosis	H1N1 NS1A inhibition	inhibitors of VEEV	others
CCOc1ccc(C2/C(=C(\O)c3ccc4c(c3)OCCO4)C(=O)C(=O)N2CCCn2ccnc2)cc1OC (stereo not drawn)	3%	8%	-13%	-1%	1.5%
CCOC(=O)N/N=C(\C)c1ccccc1OC(F)F	-1%	-3%	79%	-3%	0.4%
CC(=O)NC(NC(=S)Nc1ccccc1Br)C(Cl)(Cl)Cl (stereo not drawn)	2%	-2%	-14%	-19%	0.6%

New compounds follow.
SMILES	Salmonella PhoP GFP	H37Rv inhibition	M. tuberculosis	H1N1 NS1A inhibition	inhibitors of VEEV	others
O=C(Nc1ccc(Br)cn1)C1CCN(S(=O)(=O)c2cccs2)CC1	-4%	5%	11%	-3%	2.0%
CC(Nc1ccccc1)c1cc(Cl)ccc1O (stereo not drawn)	7%	1%	1%	6%	0.9%
Cc1cc(N(C)C)c(C#N)c(NCc2ccccc2)n1	-8%	10%	7%	0%	3.7%
O=C(CNC(=O)C12CC3CC(CC(C3)C1)C2)OCc1ccc(F)cc1Cl	·	?	?	-13%	0.6%
O=C(NCc1ccccc1)C1=C[C@@H](C2CC2)C[C@@H](OCc2ccc(CO)cc2)O1	0%	2%	22%	-3%	i	inhibitors of VEEV 10K pilot screen=0.2
C/C(=N\NC(=O)Cc1ccc(Cl)cc1)c1ccccc1O	1%	0%	?	-8%	11%
Cc1ccccc1N=Nc1c(O)[nH]c2ccccc12	-1%	-1%	12%	·	5.1%
O=C(/C=C/c1cccc([N+](=O)[O-])c1)Nc1cccc(NC(=O)c2ccco2)c1	2%	1%	0%	17%	8.0%
COc1ccc(NC(=S)N2CCN(C(=O)c3ccco3)CC2)c(OC)c1	-3%	2%	1%	2%	i
NCc1ccccc1CS(=O)(=O)N1CCOCC1	·	-1%	-5%	-5%	i
N#Cc1cccc(CS(=O)(=O)c2ccc(Cl)cc2)c1	-9%	-10%	-9%	-18%	i
CCn1nc2cc(C(=O)NCC34CC5CC(CC(C5)C3)C4)ccc2c1OC	-1%	-6%	5%	7%	1.2%	inhibitors of VEEV 10K pilot screen=2.7
COC(=O)c1ccc(COc2cccc(OC)c2)o1	-4%	-4%	77%	2%	i
O=C(O)C1CCCN(S(=O)(=O)c2ccc(Br)s2)C1 (stereo not drawn)	-6%	5%	-2%	-8%	0.7%
Cc1ccc(S(=O)(=O)NCCC(=O)NC2CC2)cc1	0%	5%	4%	-1%	2.2%
COc1ccc(/C=C/C(=O)Nc2ccccc2C(=O)N2CCCC2)cc1	-9%	-9%	4%	-1%	i
CON=C(C(=O)NC1C(=O)N2C(C(=O)O)=C(CSc3nc(=O)c(=O)[nH]n3C)CSC12)c1csc(N)n1 (stereo not drawn)	·	·	·	-1%	1.2%
COc1ccc(/C=N/NC(=O)c2nonc2C)cc1	-12%	5%	1%	-14%	i
COc1cc(OC)c(OC)cc1/C=N/Nc1ncnc2c1[nH]c1ccc(C)cc12	-4%	13%	-8%	-8%	0.1%
CCCOc1ccccc1C1CC(=O)NC(C)=C1C(=O)OCC(C)C (stereo not drawn)	5%	-4%	-9%	6%	i
COC(=O)c1ccccc1N/C=C1\CCc2c(c(C)nn2-c2ccccn2)C1=O	-7%	7%	22%	3%	10%
Cc1noc(C)c1S(=O)(=O)N(C)C[C@H]1Oc2c(NC(=O)Nc3ccc4c(c3)OCO4)cccc2C(=O)N([C@H](C)CO)C[C@@H]1C	·	-7%	20%	1%	2.2%
O=c1c([N+](=O)[O-])cn(O)cc1[N+](=O)[O-]	·	·	·	-19%	0.5%
CC12CC(NC(=O)N1CCc1ccccc1)c1ccccc1O2 (stereo not drawn)	6%	1%	7%	2%	i
O=Cc1nc(-c2ccc(Cl)cc2)n2ccccc12	4%	-4%	-4%	-4%	i
Cc1nc2ccc(NC(=O)c3ccc(C)c(S(=O)(=O)N4CCOCC4)c3)cc2s1	·	-4%	·	5%	6.8%
COc1ccc(NC(=S)N2CCC(Cc3ccccc3)CC2)cc1	-5%	-4%	14%	-3%	2.4%
COCCN(CCOC)C(=S)Nc1cc(S(=O)(=O)N(C)C)ccc1C	9%	-3%	-12%	-11%	0.6%
O=C(Nc1ccc(Cl)cn1)c1cnn2cccnc12	2%	-3%	0%	1%	7.9%
COCCNC(=O)c1ccc2c(c1)S(=O)(=O)c1ccccc1C2=O	5%	-3%	0%	4%	0.2%
CCOC(=O)C1=C(N)OC2=C(C(=O)CC(C)(C)C2)C12C(=O)Nc1ccccc12 (stereo not drawn)	-4%	-1%	-14%	-4%	i
Cc1cc(C(=O)Nc2cc(S(C)(=O)=O)ccc2Cl)no1	2%	-4%	-3%	-5%	5.4%
CC(C)CC(c1nnnn1C(C)C)N1CCN(C(=O)c2ccco2)CC1 (stereo not drawn)	6%	6%	14%	-10%	2.5%
COc1cc(OC)cc(-c2cc3ccccc3c(=O)o2)c1	·	-2%	·	-14%	0.7%
CCCn1nnc(NC(=O)c2cccc(OCc3ccccc3)c2)n1	14%	1%	36%	3%	1.8%
COC(=O)C1=C(C)N(Cc2ccccc2)C(=NCCc2c[nH]c3ccccc23)N[C@H]1c1cccc(F)c1	·	?	?	20%	i	inhibitors of VEEV 10K pilot screen=0.0
CCC1CCCCN1CCCNC(=O)CN1C(=O)COc2ccc(S(=O)(=O)N3CCOCC3)cc21 (stereo not drawn)	10%	1%	-3%	-1%	0.9%
Cn1cnc2c1c(=O)n(Cc1ccccc1)c(=O)n2C	-9%	-8%	-12%	7%	2.3%	inhibitors of VEEV 10K pilot screen=0.5
COC(=O)C1=C(C)Nc2ncnn2C1c1ccco1 (stereo not drawn)	9%	-4%	-7%	-6%	0.4%
CC(=O)c1c(C(C)=O)c(C)n(-c2cccc3cccnc23)c1C	-7%	10%	2%	-5%	0.1%
CCOc1ccc(C(=O)NCC(=O)N2CC=C(c3ccccc3)CC2)cc1OCC	0%	39%	21%	-2%	10%
COc1cc(NC(=O)c2cc(-c3cccc(O)c3)on2)cc(OC)c1OC	-2%	3%	-4%	2%	9.9%
O=C(Nc1nc2ccccc2s1)c1cnccn1	-6%	?	?	-11%	1.6%
CN(C)Cc1c(C(=O)N/N=C/c2ccoc2)nnn1-c1nonc1N	-1%	-1%	7%	-1%	3.0%
C=CCn1cc(-c2ccccc2)cc(C#N)c1=O	7%	-2%	-3%	2%	0.6%
O=C(CCC(=O)N1CCOCC1)NCCc1ccc(Cl)cc1Cl	2%	0%	10%	13%	3.0%
O=C(CCNC(=O)c1ccccc1Cl)NCC1COc2ccccc2O1 (stereo not drawn)	·	·	·	-3%	2.5%
O=C(Cc1cccc2ccccc12)N/N=C/c1ccc2cccc(O)c2n1	12%	?	19%	-6%	1.4%
COc1ccc(NS(=O)(=O)c2cc(NC(=O)Cn3cnc4c3c(=O)n(C)c(=O)n4C)ccc2C)cc1	4%	-11%	22%	10%	i
CCOc1ccc(N(C(C)=O)c2nc(C)cc(C)c2C#N)cc1	-11%	2%	0%	-11%	6.4%
COC(=O)c1ccc(NC(=O)c2ccccc2NS(C)(=O)=O)cc1	0%	2%	24%	-12%	2.1%
COc1ccc(-n2nc(C(=O)N3CCN(c4ccc(F)cc4)CC3)c3ccccc3c2=O)c(OC)c1	·	·	·	0%	7.5%
COC(=O)C1=CO[C@@H](O[C@@H]2O[C@H](CO)[C@@H](O)[C@H](O)[C@H]2O)C2C(CO)=CCC12 (stereo partly drawn)	·	0%	1%	-8%	i	inhibitors of VEEV 10K pilot screen=0.6
O=C(CCNC(=O)c1ccc([N+](=O)[O-])cc1)Nc1cccc(S(=O)(=O)N2CCCCCC2)c1	·	-3%	28%	10%	i
O=C(CCc1ccc(S(=O)(=O)N2CCOCC2)cc1)Oc1ccccc1	4%	·	·	22%	0.8%
CCOc1ncccc1C(=O)OCC(=O)Nc1cc(S(=O)(=O)N2CCOCC2)ccc1C	1%	1%	-11%	-3%	0.2%
CC(=O)Nc1ccc(C(=O)OCc2ccc(Cl)cc2)cc1	5%	1%	30%	-12%	i
CCOC(=O)c1sc2nc(C)nc(NCc3ccc(F)cc3)c2c1C	11%	5%	19%	10%	5.8%

Of the compounds above, 13 have an aryl methoxy group:
SMILES	Salmonella PhoP GFP	H37Rv inhibition	M. tuberculosis	H1N1 NS1A inhibition	inhibitors of VEEV	others
CCOc1ccc(C2/C(=C(\O)c3ccc4c(c3)OCCO4)C(=O)C(=O)N2CCCn2ccnc2)cc1OC (stereo not drawn)	3%	8%	-13%	-1%	1.5%
COc1ccc(CN2C(=O)C(CC(C)C)Nc3ncnc(N4CCOCC4)c32)cc1 (stereo not drawn)	0%	-6%	-7%	3%	1.4%
COc1ccc(NC(=S)N2CCN(C(=O)c3ccco3)CC2)c(OC)c1	-3%	2%	1%	2%	i
CCn1nc2cc(C(=O)NCC34CC5CC(CC(C5)C3)C4)ccc2c1OC	-1%	-6%	5%	7%	1.2%	inhibitors of VEEV 10K pilot screen=2.7
COC(=O)c1ccc(COc2cccc(OC)c2)o1	-4%	-4%	77%	2%	i
COc1ccc(/C=C/C(=O)Nc2ccccc2C(=O)N2CCCC2)cc1	-9%	-9%	4%	-1%	i
COc1ccc(/C=N/NC(=O)c2nonc2C)cc1	-12%	5%	1%	-14%	i
COc1cc(OC)c(OC)cc1/C=N/Nc1ncnc2c1[nH]c1ccc(C)cc12	-4%	13%	-8%	-8%	0.1%
COc1ccc(NC(=S)N2CCC(Cc3ccccc3)CC2)cc1	-5%	-4%	14%	-3%	2.4%
COc1cc(OC)cc(-c2cc3ccccc3c(=O)o2)c1	·	-2%	·	-14%	0.7%
COc1cc(NC(=O)c2cc(-c3cccc(O)c3)on2)cc(OC)c1OC	-2%	3%	-4%	2%	9.9%
COc1ccc(NS(=O)(=O)c2cc(NC(=O)Cn3cnc4c3c(=O)n(C)c(=O)n4C)ccc2C)cc1	4%	-11%	22%	10%	i
COc1ccc(-n2nc(C(=O)N3CCN(c4ccc(F)cc4)CC3)c3ccccc3c2=O)c(OC)c1	·	·	·	0%	7.5%
